Screening data from PubChem BioAssay.
D2 antag = D2 dopamine receptor (human) antagonism; P14416; HEK293 TREx D2 cells, calcium flux, dopamine EC80; inhibition, % at 10 µM; 2% of 340,000 active; AID 485344; in the data active means inhibition above about 30%; further: 0% is about no effect
Target sequence (P14416 whole entry, looked up): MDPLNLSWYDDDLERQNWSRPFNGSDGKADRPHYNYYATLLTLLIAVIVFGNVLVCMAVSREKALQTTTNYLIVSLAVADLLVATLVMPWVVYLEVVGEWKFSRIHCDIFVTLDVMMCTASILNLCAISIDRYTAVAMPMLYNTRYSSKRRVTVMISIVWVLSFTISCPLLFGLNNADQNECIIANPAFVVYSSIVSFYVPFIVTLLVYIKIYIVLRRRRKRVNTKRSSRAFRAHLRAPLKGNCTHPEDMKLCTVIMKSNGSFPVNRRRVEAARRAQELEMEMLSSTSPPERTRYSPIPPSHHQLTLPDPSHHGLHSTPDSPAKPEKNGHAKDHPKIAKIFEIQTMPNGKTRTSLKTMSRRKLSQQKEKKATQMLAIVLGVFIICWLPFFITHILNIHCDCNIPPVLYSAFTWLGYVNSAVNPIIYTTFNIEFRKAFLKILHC
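Measurement of antagonist activity uses fluorescent calcium dye in inducible HEK293 T-REx D2 cells: 10 s baseline, compound addition with 180 s read, EC80 dopamine addition with a further 180 s read.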
D2 agonist = D2 dopamine receptor (human) agonism; HEK293 T-REx D2 cells, calcium flux agonist mode; activation, % at 2 µM; 0.53% of 340,000 active; AID 485358;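 active means activation over 3 SD above normal in the single-dose calcium agonist read, cut at about 30% in these data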; further: 0% is about no effect
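Tetracycline-induced HEK293 T-REx cells with force-coupled D2 receptor, plated overnight at 30 C, loaded with no-wash calcium dye. After a 10 s baseline, compound was pin-added and calcium flux read kinetically for 180 s; calcium rises flagged agonists.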
D1 PAM = human D1 dopamine receptor positive modulation; 0.036% of 360,000 active; potentiation, % at 10 µM; HEK293 TREx D1 cells, calcium flux, dopamine EC20 potentiation; AID 504651; in the data active means potentiation above about 30%; further: 0% is about no effect
Target sequence (P21728 whole entry, looked up): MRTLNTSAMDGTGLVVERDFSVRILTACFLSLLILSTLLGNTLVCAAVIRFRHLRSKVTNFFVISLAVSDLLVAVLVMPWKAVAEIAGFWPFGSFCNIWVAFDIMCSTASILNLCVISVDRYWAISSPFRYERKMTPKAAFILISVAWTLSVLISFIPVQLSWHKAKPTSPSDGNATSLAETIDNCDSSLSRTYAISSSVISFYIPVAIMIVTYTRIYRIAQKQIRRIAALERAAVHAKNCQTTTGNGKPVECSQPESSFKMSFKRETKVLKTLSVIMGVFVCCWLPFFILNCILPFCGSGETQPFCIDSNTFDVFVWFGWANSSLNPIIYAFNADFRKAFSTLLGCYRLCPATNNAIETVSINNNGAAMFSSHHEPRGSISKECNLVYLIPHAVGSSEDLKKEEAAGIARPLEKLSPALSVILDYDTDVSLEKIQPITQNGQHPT
RXFP1 antagonist = antagonists of human relaxin receptor RXFP1 | activity change, negative = inhibition, % at 57.5 µM | Q9HBX9 | 0.59% of 350,000 active | AID 1259400 | HEK293-RXFP1, relaxin-stimulated cAMP HTRF, 30 min; hits give low values;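 active means activity change of -60% or lower, but not beyond a set lower limit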; further: on the % scale 0 is the no-effect control and ±100 the full control effect
D1 agonist = human D1 receptor agonism; P21728; HEK293 T-REx D1 cells, calcium flux, agonist mode; activation, % at 2 µM; 1% of 360,000 active; AID 504660; further: 0% is about no effect
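Agonism was scored from calcium flux recorded over 180 s (1 read/s) after pintool compound addition, following a 10-cycle baseline. Cells were inducible force-coupled HEK293 TREx D1, plated overnight at 30 C and loaded with no-wash calcium dye.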
TRHR ag = agonists of human TRH receptor; TRHR cells, calcium flux fluo-8, FDSS agonist mode; P34981; 0.18% of 360,000 active; activation, % at 2 µM; further: 0% is about no effect
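TRHR-expressing cells loaded with fluo-8 calcium dye; 23 nL library compound pin-transferred, kinetic FDSS fluorescence (Ex 480/Em 530) recorded about 180 s for agonist-induced calcium release, before a 10 nM TRH EC20 addition for potentiator mode.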
D1 antag = human D1 dopamine receptor antagonism; P21728; HEK293 TREx D1 cells, calcium flux, dopamine EC80; hits give low values; activity change, negative = inhibition, % at 10 µM; 3.2% of 360,000 active; AID 504652; in the data active means activity change below about -30%; further: on the % scale 0 is the no-effect control and ±100 the full control effect
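Antagonism measured as reduced calcium response to an EC80 dopamine addition following 180 s compound pre-read; cells were inducible HEK293 Trex D1 plated overnight at 30 C, read kinetically at 1 cycle/sec.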
D2 PAM = positive allosteric modulators of human D2 dopamine receptor. HEK293 T-REx D2, calcium flux, EC20 dopamine potentiation. P14416. 0.34% of 340,000 active. potentiation, % at 10 µM;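 active means potentiation over 3 SD above the plate norm, cut at about 30% in these data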; further: 0% is about no effect
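Potentiation of an EC20 dopamine calcium response is measured in a force-coupled, tetracycline-inducible Hek293 Trex D2 line. Compound-only kinetic reads over 180 s flag agonists before dopamine addition.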
TRHR PAM = allosteric enhancers of human TRH receptor; enhancement, % at 2 µM; AID 493056; 0.66% of 360,000 active; P34981; TRHR cells, fluo-8 calcium fluorescence, EC20 TRH enhancement; in the data active means enhancement above about 30%; further: 0% is about no effect
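Enhancer read-out: after compound pinning and an initial kinetic agonist-mode read, an EC20 of TRH (10 nM final) was injected and fluo-8 calcium signal (Ex 480/Em 530) followed at 1 s/cycle for 100 cycles in TRHR-expressing cells.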
Active calls of the source: *; / = no result given; & = joins results of further samples. Unless noted, no stated cut-off is given here; in the data, active means activation above about 30%; inactive means the rest.

SMILES	D2 antag	D2 agonist	D1 PAM	RXFP1 antagonist	D1 agonist	TRHR ag	D1 antag	D2 PAM	TRHR PAM
Cc1cc(C)c2c(N=NN3CCOCC3)[nH]nc2n1	-1	0.9	-5	-13	-1	0.5	2	8	24
COc1ccc(-c2cc(C(=O)Nc3sc4c(c3C(N)=O)CCCC4)no2)cc1	/	0.5	-1	-3	3	1.7	-5	0	10
Cc1ccc(CNCC(=O)Nc2ccc(C)cc2Br)cc1	-14	0.5	2	-18	3	0.2	19	-1	-1
CCN1C(=O)/C(=C/c2ccc(OC)c(OC)c2)N=C1SCC(=O)NCc1ccco1	3	-0.8	-6	4	0	-0.4	1	-3	0
Cc1nc2ccc(NC(=O)N(C)c3ccccc3)cc2s1	-15	2.5	-3	-2	3	-0.3	-4	9	5
O=C(NCCC1=CCCCC1)c1ccc2c(c1)N(Cc1ccccc1)C(=O)CS2	4	1.0	15	-3	7	-0.5	0	2	21
CCOc1cccc2sc(Cl)nc12	8	0.2	-1	5	2	1.1	12	1	10
CSCCC(NS(=O)(=O)c1c(Cl)cccc1Cl)C(=O)O (stereo not drawn)	2	0.5	-13	-5	2	0.0	13	0	3
CCCCCC(=O)Nc1nnn(CCC)n1	-21	0.6	2	19	2	0.6	-1	2	-14
CCn1c(C)c(C)c2cc(C(=O)NCc3ccc(OC(C)C)cc3)ccc21	/	-0.3	-1	-16	2	-0.4	17	-14	15
CCc1ccc(-c2nc(CS(=O)CC(=O)NC3CCCCCC3)c(C)o2)cc1 (stereo not drawn)	-14	0.4	-10	-12	9	-1.3	13	10	5
Cc1c(C(=O)O)oc2ccc(S(=O)(=O)NCCC3=CCCCC3)cc12	/	/	-1	-1	0	0.2	-3	/	-2
CCc1ccc(/C=C/c2c([N+](=O)[O-])c(=O)n(C)c(=O)n2C)cc1	-1	-1.4	-8	7	3	-0.5	2	-14	-1
COC(=O)[C@]1(C)N[C@H](c2ccc(SC3CCCCC3)cc2)[C@@H]2C(=O)N(C)C(=O)[C@@H]21	7	-0.5	-4	/	4	0.0	-18	12	-5
Cn1cc(C(=O)N/N=C/C=C/c2ccccc2)ccc1=O	5	-0.3	-4	-23	2	-0.1	10	-1	-5
CCn1c(CNC(=O)c2ccccc2Cl)cc2ccccc21	9	-0.1	-1	-4	4	-0.4	1	13	-1
CC(NC(=O)CNC(=O)c1sc2ccccc2c1Cl)c1ccc(S(N)(=O)=O)cc1 (stereo not drawn)	1	1.4	-4	-4	5	0.9	-20	-14	1
CCc1ccc(Nc2ccc(S(=O)(=O)N3CCOCC3)cc2[N+](=O)[O-])cc1	16	3.0	-5	8	1	0.3	8	-6	0
CN(C)C(CNc1ccc(C(F)(F)F)cn1)c1ccccc1 (stereo not drawn)	1	0.6	-7	2	8	2.4	3	-15	10
O=C1C/C(=C\c2c(F)cccc2Cl)N2CCC1CC2	-4	2.5	-1	2	9	0.8	5	9	-1

Reformatted with two lines to a compound: 2 of the compounds above.
Every second line gives: D2 antag	D2 agonist	D1 PAM	RXFP1 antagonist	D1 agonist	TRHR ag	D1 antag	D2 PAM	TRHR PAM
- CC(NC(=O)CNC(=O)c1sc2ccccc2c1Cl)c1ccc(S(N)(=O)=O)cc1 (stereo not drawn)
  1	1.4	-4	-4	5	0.9	-20	-14	1
- CCc1ccc(Nc2ccc(S(=O)(=O)N3CCOCC3)cc2[N+](=O)[O-])cc1
  16	3.0	-5	8	1	0.3	8	-6	0

Random excerpt: 3 records from the list, in no set order.
SMILES	D2 antag	D2 agonist	D1 PAM	RXFP1 antagonist	D1 agonist	TRHR ag	D1 antag	D2 PAM	TRHR PAM
CN(C)C(CNc1ccc(C(F)(F)F)cn1)c1ccccc1 (stereo not drawn)	1	0.6	-7	2	8	2.4	3	-15	10
Cn1cc(C(=O)N/N=C/C=C/c2ccccc2)ccc1=O	5	-0.3	-4	-23	2	-0.1	10	-1	-5
CCc1ccc(Nc2ccc(S(=O)(=O)N3CCOCC3)cc2[N+](=O)[O-])cc1	16	3.0	-5	8	1	0.3	8	-6	0

(cont.)
SMILES	D2 antag	D2 agonist	D1 PAM	RXFP1 antagonist	D1 agonist	TRHR ag	D1 antag	D2 PAM	TRHR PAM
Cc1ccc(C(=O)NCC(=O)OC(C)C(=O)NCCC2=CCCCC2)cc1C (stereo not drawn)	1	-0.9	2	-3	1	-0.4	1	3	3
CCOC(=O)C1CCN(S(=O)(=O)c2csc(C(N)=O)c2)CC1	-30	2.3&0.2	5&-3	10&-2	2&2	0.0&-1.2	-23&0	0&6	2&-5
COc1ccc(NC(=O)CN(C2CCCCC2)S(C)(=O)=O)cc1OC	16	0.9	-1	1	0	0.0	-2	-6	0
CC1CC(C)CN(C(=O)COC(=O)C2CCN(S(=O)(=O)c3ccc4c(c3)OCCO4)CC2)C1 (stereo not drawn)	2	-0.3	1	10	6	0.5	5	4	-9
CC(C)c1nn2c(=O)cc(COC(=O)c3ccc(NC(=O)C4CCCCC4)cc3)nc2s1	/	1.5	0	16	-2	0.1	-1	4	-3
CCc1ccccc1N=C1SCC(=O)N1C	-8	-0.5	0	13	5	-0.7	2	1	-5
O=C(COC(=O)c1ccc(Br)o1)c1ccc(S(=O)(=O)N2CCCCC2)cc1	/	/	-2	7	2	0.6	0	-3	-8
Cc1ccc(-c2nc(CS(=O)CC(=O)NCCN3CCCC3)c(C)o2)cc1 (stereo not drawn)	-5	-0.9	-5	-5	1	-0.4	-2	-7	-6
Cc1nn(C(=O)c2cc3sccc3[nH]2)c(C)c1C	34*	-0.1	1	13	1	0.4	4	-3	16
O=C(CCNc1cccc(F)c1)c1cc2ccccc2o1	8	0.3	2	-5	6	1.3	0	12	-2
COCCNC(=O)C/C(C)=N/NC(=O)C(=O)NC1CCCCC1	10	-3.7	5	-17	0	-3.1	6	1	-2
CC(Sc1nnc(C2CC2)n1C1CC1)C(=O)Nc1ccc(C(N)=O)cc1 (stereo not drawn)	-13	-0.9	2	29	3	0.7	11	-2	3
COc1cccc(N2CCN(C(=S)Nc3cc(C)cc(C)c3)CC2)c1	-16	-0.2	-5	-10	0	-0.9	11	-1	-2
O=C(Nc1c(O)c2ccccc2oc1=O)c1ccccc1Cl	/	1.6	9	-14	4	0.1	7	14	5
O=C(Cn1cnc2c(nnn2Cc2ccc(Cl)cc2)c1=O)OCc1ccccc1	6	0.1	-2	-30	0	0.0	-8	7	0
O=C(CN1C(=O)COc2ccc(S(=O)(=O)N3CCCC3)cc21)NCCc1ccc(Cl)cc1	/	0.3	-3	-15	-2	-0.9	-16	-14	0
NS(=O)(=O)c1ccc(CNC(=O)c2cccc(Oc3ccccc3)c2)cc1	9	-0.3	-7	-14	16	-0.3	-38*	3	0
O=C1CN(c2nc(-c3cccnc3)nc3sc4c(c23)CCCC4)CCN1	/	/	2	11	1	-2.3	-13	/	2
CCCOc1ccc(C(=O)c2nc3c(n2O)CCCC3)cc1	-5	0.2	-5	6	6	0.4	-32*	3	6
CSc1ncccc1C(=O)OCC(=O)NCCC1=CCCCC1	-13	-0.3	0	-1	0	-0.3	10	2	12
CN(C(=O)CCCN1C(=O)c2cccc3cccc(c23)C1=O)c1ccccc1	-13	0.1	-3	11	-1	-0.2	6	6	-8
COc1ccc(-c2cn(-c3ccc(C)c(Cl)c3)c(=S)[nH]2)cc1OC	19	-0.9	5	-2	2	-1.2	1	0	10
COc1ccc(CN2C(=O)N(c3ccc(F)cc3)C(=O)C2CC(=O)Nc2cc(OC)cc(OC)c2)cc1 (stereo not drawn)	/	-0.2	-3	9	3	0.1	-15	7	-2
CCN(CC)C(=O)Cn1cc(C(=O)C(=O)NCCCn2ccnc2)c2ccccc21	-13	0.2	-2	-8	-2	-0.2	7	2	-3
Cc1ccc(-c2csc3ncnc(NCCC(=O)O)c23)cc1	-20	-0.4	-2	-5	4	0.8	-27	4	-1
C=C1CCN([C@@H](C)C(=O)OCc2cccc(C)c2)S(=O)(=O)c2ccccc21	31*	0.5	-8	/	5	0.0	-9	12	-2
COc1ccccc1N(CC(=O)NCC1CCCO1)C(=O)CCC(=O)Nc1nccs1 (stereo not drawn)	-14	-0.6	0	-4	2	-1.0	-10	-2	3
CC(C)Cc1nnc(NC(=O)CSc2ccccn2)s1	-1	0.3	4	-5	5	-0.2	2	-7	-4
CCNC(=S)N1CCN(CCN=CC2=C(O)CC(c3ccco3)CC2=O)CC1 (stereo not drawn)	11	0.8	0	-7	1	0.1	-8	0	-1
COc1ccc(CCNC(=O)c2cn(C)c3ccc(S(=O)(=O)N4CCOCC4)cc3c2=O)cc1OC	40*	-3.1&-0.5	-4&7	-1&-7	1&6	0.1&0.5	-19&16	6&25	-20&-12
NC(=Nc1ccc(N)cc1)C(N)=Nc1ccc(N)cc1	4	-1.4	-9	-10	2	0.6	-8	6	5
CC(=O)NC(C(=O)NCC(N)=O)C(C)C (stereo not drawn)	10	0.7	2	2	-1	0.6	-5	11	-2
O=C(Nc1ccccc1)c1ccccc1OCC(O)CN1C(=O)c2ccccc2S1(=O)=O (stereo not drawn)	-20	0.8	-2	1	0	-0.6	-17	5	2
O=c1cc(-c2ccccc2Cl)oc2c(Br)ccc(O)c12	16	0.0	-2	/	1	0.1	38	6	-2
Cc1c(NC(=O)CCSCCc2ccccn2)cccc1[N+](=O)[O-]	/	/	-3	-2	2	-0.6	13	/	-7
COc1ccc(CCn2c(C(C)C)nc3oc4ccccc4c(=O)c3c2=O)cc1	10	-1.0	-11	4	0	-0.8	-6	-2	-2
COc1cccc(N=C2SC(CC(=O)Nc3ccccc3)C(=O)N2Cc2ccccn2)c1 (stereo not drawn)	-6	0.7	-6	-12	3	1.7	0	10	16
O=C(c1ccc(Br)o1)N(c1ccccn1)C1CCCCC1	-6	6.1	-5	-12	-1	-0.7	-12	7	13
Cc1ccc(Cn2cccc(-c3nc4ccccc4s3)c2=O)cc1	2	0.7	-1	-2	10	0.4	-10	-9	3
CCCc1cc(=O)[nH]c2nnc(SCC(=O)Nc3nnc(SCC)s3)n12	-2	-0.3	5	-5	4	-0.2	12	0	0
COc1ccc([N+](=O)[O-])cc1NC(=O)CCc1ccccc1	11	0.4	-2	0	2	0.2	-17	-12	-6
Cc1ccc2c(c1)c(N=Nc1cccc(C(=O)O)c1)c(O)n2C	/	/	-4	-14	0	-0.5	13	/	-5
Cc1cc(Nc2ccccc2F)n2nc(Cc3ccc(Cl)cc3)nc2n1	/	/	-2	/	6	-2.6	-3	5	6
CN(CC(=O)Nc1ccccc1C(F)(F)F)C(=O)c1cc([N+](=O)[O-])ccc1N1CCOCC1	-9	0.0	-3	-7	2	-0.3	-13	3	3
C=CCn1c(SCC(=O)Nc2cc(C)on2)nc2c([nH]c3ccccc32)c1=O	9	-0.7	-1	-29	6	1.0	-2	-2	-1
Cc1cc(Nc2cccc(C)c2C)n2cnnc2n1	/	/	1	-1	1	0.4	7	4	0
NNC(=O)c1nc(-c2ccccc2)n2c1CCCCC2	5	0.3	9	-7	1	1.0	-8	25	-15
CCn1c2ccccc2c2cc(NC(=O)COc3cc(C)ccc3C)ccc21	/	-1.4	2	/	-3	-0.3	6	5	-1
